cytoskel mod = cytoskeleton assembly modification | 91,000 compounds, 0.18% hits | AID 836 | HUVEC TNFa F-actin phalloidin imaging, high content | inhibition, % at 2 µM;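 active = inhibition above the batch mean plus 3 SD and confirmed as a hit by visual image inspection, cut at about 30% in these data, passing the limit was not always enough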; also: strong numbers were not always called active
Plk1 PBD FP = Plk1 (human) PBD binding inhibition; P53350; Plk1 PBD phosphopeptide binding, fluorescence polarization; inhibition, %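 (tested at about 20 µM)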; 97,000 compounds, 0.13% hits; AID 693; in the data active = inhibition above about 34%, passing the limit was not always enough
Pyk2 oligo antag = antagonists of human Pyk2 oligomerization. 99,000 compounds, 0.83% hits. Q293 cells, Pyk2 FERM NanoBiT luminescence; stronger effect = lower value. AID 1347419. z-score (the deposit names both 25 µM and 10 µM);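 active = Z-score of -3 or lower, scaled per plate to the spread of control and sample wells; inactive = z-score above -3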;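 also: negative z-score means lost luminescence so less FERM oligomerization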
Rev-RRE block = inhibitors of HIV-1 Rev-RRE RNA interaction | Rev peptide-RRE RNA binding, FRET | 97,000 compounds, 0.79% hits | P05866 | inhibition, % at 8 µM;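 active = inhibition above the screen-wide mean plus 3 SD, cut at about 35% in these data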;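 also: 0% = median DMSO wells and 100% = median Neomycin B control wells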
Target sequence (P05866 whole entry, looked up): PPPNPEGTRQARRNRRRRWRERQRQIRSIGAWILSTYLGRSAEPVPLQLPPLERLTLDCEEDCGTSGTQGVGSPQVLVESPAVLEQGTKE
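Test system: Cy5-tagged RRE RNA duplex with fluorescein-tagged Rev peptide; Probe or stimulus: labelled Rev peptide; Schedule: 5 min preincubation and 15 min binding, 25 °C; Signal: FRET fluorescence readout; Evaluation: % inhibition from 671/540 nm acceptor-to-donor ratio, scaled between controls; Control set: DMSO and neomycin B.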
FAK blocker = inhibitors of human focal adhesion kinase | biochemical FAK kinase activity assay | inhibition, %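 (tested at 7 µM)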 | 97,000 compounds, 0.84% hits | AID 727; in the data active = inhibition above about 19%;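 also: 0% = DMSO and 100% = reference compound high control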
EphB4 ephrin blk = EphB4-ephrin-B2 interaction antagonism; 97,000 compounds, 0.15% hits; inhibition, % at 7 µM; P54760; AID 720; EphB4 LBD / TNYL-RAW-Alexa532 peptide, fluorescence polarization;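 active = inhibition above the screen-wide mean inhibition plus 3 SD, cut at about 15% in these data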;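 also: 0% = DMSO wells and 100% = excess unlabeled TNYL-RAW peptide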
LYP inh 2 = inhibitors of human LYP (PTPN22) phosphatase | Q9Y2R2 | 96,000 compounds, 0.21% hits | inhibition, % at 2 µM | recombinant LYP catalytic domain, DiFMUP fluorescence | AID 640;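 active = inhibition at 2 µM at or above a set limit, the screen mean plus 3 SD, cut at about 24% in these data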;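 also: 0% = DMSO with enzyme and 100% = enzyme fully blocked by orthovanadate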
Target sequence (Q9Y2R2 whole entry, looked up, the tested form may be a part): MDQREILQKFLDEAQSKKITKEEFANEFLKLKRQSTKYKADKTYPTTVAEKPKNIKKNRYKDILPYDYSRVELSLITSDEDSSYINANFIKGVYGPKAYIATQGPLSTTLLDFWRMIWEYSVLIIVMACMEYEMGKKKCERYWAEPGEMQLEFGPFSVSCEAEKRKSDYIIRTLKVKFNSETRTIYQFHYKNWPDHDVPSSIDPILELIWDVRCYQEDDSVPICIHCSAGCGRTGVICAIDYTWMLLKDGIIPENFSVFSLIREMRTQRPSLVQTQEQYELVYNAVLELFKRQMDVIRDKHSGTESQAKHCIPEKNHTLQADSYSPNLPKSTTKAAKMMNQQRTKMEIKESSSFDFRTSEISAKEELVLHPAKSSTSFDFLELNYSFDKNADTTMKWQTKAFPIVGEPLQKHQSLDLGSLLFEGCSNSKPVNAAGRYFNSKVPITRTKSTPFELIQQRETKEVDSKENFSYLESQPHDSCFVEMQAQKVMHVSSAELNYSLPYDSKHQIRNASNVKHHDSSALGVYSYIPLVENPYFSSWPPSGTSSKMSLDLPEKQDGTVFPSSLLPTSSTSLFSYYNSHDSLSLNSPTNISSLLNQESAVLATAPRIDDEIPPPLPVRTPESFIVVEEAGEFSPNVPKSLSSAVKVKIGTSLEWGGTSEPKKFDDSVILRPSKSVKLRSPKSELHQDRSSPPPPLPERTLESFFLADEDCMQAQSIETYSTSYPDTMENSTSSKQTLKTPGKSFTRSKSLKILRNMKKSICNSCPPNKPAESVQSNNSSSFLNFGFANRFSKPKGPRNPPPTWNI
PLK1 inh = PLK1 (human) kinase inhibition. inhibition, % at 10 µM. P53350. recombinant PLK1 kinase, TR-FRET peptide phosphorylation. AID 619. 97,000 compounds, 0.53% hits;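 active = inhibition of 50% or more in the single-concentration screen; inactive = inhibition below 50%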;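 also: 0% = DMSO max control and 100% = H-89 dihydrochloride min control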
PTPN22 act = activators of human LYP (PTPN22) phosphatase. Q9Y2R2. recombinant LYP, DiFMUP fluorescence; 0 = plate median, 100 = signal doubled. activation, % at 2 µM. 96,000 compounds, 0.11% hits. AID 697;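 active = activation at 2 µM above a set limit, the mean plus 5 SD, cut at about 37% in these data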
Numbers without * were called inactive; x = no result given.

nr	compound	cytoskel mod	Plk1 PBD FP	Pyk2 oligo antag	Rev-RRE block	FAK blocker	EphB4 ephrin blk	LYP inh 2	PLK1 inh	PTPN22 act
1	CC1=NC(=O)C(N=Nc2cccc3ccccc23)N1c1ccccc1 (stereo not given)	-2.2	-25.5	x	10.4	-5.8	5.5	-35.5	-11.3	25.8
2	CC(C)(C)OC(=O)N[C@H](Cc1ccccc1)C(=O)N1CCC(C(=O)O)CC1	-2.2	25.1	-0.15	2.1	1.1	-1.9	-5.9	-7.9	3.3
3	c1ccc2[nH]c(CSc3nc4ccccc4o3)nc2c1	-9.5	2.0	-0.27	5.5	-1.5	0.0	-6.8	-21.6	3.2
4	O=C(/C=C/c1ccc(Cl)cc1)NCCN1CCOCC1	-9.3	23.0	-0.06	1.6	-5.5	-14.7	-2.2	1.1	6.2
5	CCn1c(SCc2ccccc2Cl)nc2ccccc21	8.3	-14.3	-0.22	6.3	-0.9	4.0	1.0	-1.2	0.4
6	CCOC(=S)N/C(=N\S(=O)(=O)c1ccc(C)cc1)c1ccccc1	-19.2	-9.8	-0.02	7.0	-0.7	9.2	6.7	-6.5	-1.7
7	O=C(Cc1ccccc1)Nc1ccccc1N1CCN(c2ccccc2)CC1	-6.8	-35.2	-0.53	7.8	3.6	-2.2	9.4	-4.6	-8.4
8	CCOC(=O)Cn1cc(C(=O)OC)c2ccccc21	0.0	-4.0	-0.26	7.8	0.9	4.3	-4.1	-9.1	2.9
9	O=C(COc1ccccc1)N1CCN=C1SCc1cccnc1	-10.2	0.8	-0.34	5.3	-2.1	-4.8	-7.6	-19.4	8.3
10	c1csc(CN2CCOCC2)c1	-3.1	13.9	0.77	7.1	0.5	0.0	7.3	-11.3	-6.4

nr	compound	cytoskel mod	Plk1 PBD FP	Pyk2 oligo antag	Rev-RRE block	FAK blocker	EphB4 ephrin blk	LYP inh 2	PLK1 inh	PTPN22 act
11	C=CCOc1ccc(C2N3CC4(C)CN2CC(CCC)(C3)C4=O)cc1 (stereo not given)	-7.2	3.1	-0.36	10.8	3.3	-5.2	-4.8	-8.2	5.4
12	CC1=C(C#N)C(=O)NC(C)(C)C1	11.9	2.4	-0.07	9.5	3.8	6.2	-1.4	-10.9	0.0
13	CC(C)(C(N)=O)N1CCN(c2ncc(C(F)(F)F)cc2Cl)CC1	-8.9	18.5	2.49	2.7	-0.8	1.0	-10.6	-20.0	11.9
14	Cc1ccc(S(=O)(=O)N2CCOCC2)cc1C(=O)Nc1ccccn1	-14.4	1.3	1.3	9.4	-1.2	4.4	5.4	-14.7	-5.7
15	CCN1CCCC1CNC(=O)c1cc2c(C)nc3ccccc3c2o1 (stereo not given)	30.9	13.1	1.22	5.2	7.6	0.7	6.9	-2.3	-9.4
16	O=C(O)CCC(=O)c1c[nH]c2ccccc12	-9.1	-19.0	2.35	5.3	-0.4	-1.7	-11.4	-9.2	8.2
17	CCc1nc(Nc2ccc(OC)c(OC)c2)c2nnn(Cc3ccccc3Cl)c2n1	1.3	2.3	-2.55	2.1	-0.1	-4.7	-26.8	-16.5	17.7
18	Cc1cc(CN(C)C)c(O)c(C2(C)CCCCC2)c1	-4.0	18.7	-0.6	4.1	-1.5	5.8	6.0	-4.9	-8.0
19	CC1Cc2cc(/C(O)=C3/C(=O)C(=O)N(CCCN(C)C)C3c3ccncc3)ccc2O1 (stereo not given)	2.0	8.8	-1.26	11.9	-1.8	7.2	1.8	-3.9	0.9
20	Cc1ccc(Cn2c(CN3CC(C)OC(C)C3)nc3c2c(=O)[nH]c(=O)n3C)cc1 (stereo not given)	7.1	-11.2	-0.2	5.5	1.6	7.5	-0.8	-10.0	-1.9

nr	compound	cytoskel mod	Plk1 PBD FP	Pyk2 oligo antag	Rev-RRE block	FAK blocker	EphB4 ephrin blk	LYP inh 2	PLK1 inh	PTPN22 act
21	Cc1nc2c(-c3ccccc3)c(C)nn2c(C)c1CCC(=O)NC(C)CCc1ccco1 (stereo not given)	-9.1	12.6	x	-0.2	4.1	3.0	-0.4	-12.5	-0.4
22	Cc1ccccc1NC(=O)C1C2CCCC1C2c1ccccc1 (stereo not given)	-3.6	7.6	-0.39	6.0	-2.9	5.5	9.0	-7.8	-4.2
23	COCCNc1oc(-c2ccc(C)cc2)nc1C#N	-1.1	-7.7	0.64	5.8	3.8	-2.4	0.8	-10.8	-4.2
24	O=C(/C=C/c1ccccc1Cl)NCc1ccccc1	10.5	0.1	-1.1	4.0	-0.1	15.6*	0.5	-8.9	3.2
25	COCCCNc1nc2c(c(=O)[nH]c(=O)n2C)n1CC(O)COc1ccccc1C (stereo not given)	21.7	2.1	x	1.4	-2.3	0.9	-8.1	-5.9	4.6
26	O=C(c1cnn(-c2nc3ccccc3s2)c1)c1ccccc1O	-4.8	-8.7	-1.31	8.0	0.1	-2.3	-2.0	-8.5	1.6
27	CC(C)CC[n+]1ccn(-c2nc3ccccc3nc2[N-]S(=O)(=O)c2ccccc2)c1	-4.2	-7.5	1.71	4.5	4.7	-1.5	-11.0	-9.1	7.3
28	O=C(CSc1nnc(-c2ccncc2)n1C1CCCCC1)Nc1ccccc1	-20.8	-16.6	-0.69	0.1	1.3	-3.7	-6.8	1.7	4.2
29	CCn1c(SCC(=O)Nc2sc3c(c2C(N)=O)CCC(C)C3)nnc1-c1ccco1 (stereo not given)	13.3	-6.0	0.7	7.0	7.9	-3.4	1.0	-6.0	1.6
30	COC(=O)C(C(=O)N1CCN(C)CC1)C1CCCCCC1 (stereo not given)	-10.6	2.5	0.29	2.3	-3.0	1.0	3.6	-9.3	-6.9

Gathered by group: those above with an aryl thioether with sulfur outside any ring.
nr	compound	cytoskel mod	Plk1 PBD FP	Pyk2 oligo antag	Rev-RRE block	FAK blocker	EphB4 ephrin blk	LYP inh 2	PLK1 inh	PTPN22 act
3	c1ccc2[nH]c(CSc3nc4ccccc4o3)nc2c1	-9.5	2.0	-0.27	5.5	-1.5	0.0	-6.8	-21.6	3.2
5	CCn1c(SCc2ccccc2Cl)nc2ccccc21	8.3	-14.3	-0.22	6.3	-0.9	4.0	1.0	-1.2	0.4
28	O=C(CSc1nnc(-c2ccncc2)n1C1CCCCC1)Nc1ccccc1	-20.8	-16.6	-0.69	0.1	1.3	-3.7	-6.8	1.7	4.2
29	CCn1c(SCC(=O)Nc2sc3c(c2C(N)=O)CCC(C)C3)nnc1-c1ccco1 (stereo not given)	13.3	-6.0	0.7	7.0	7.9	-3.4	1.0	-6.0	1.6

Next section.
nr	compound	cytoskel mod	Plk1 PBD FP	Pyk2 oligo antag	Rev-RRE block	FAK blocker	EphB4 ephrin blk	LYP inh 2	PLK1 inh	PTPN22 act
31	COc1ccc(C2C(C(=O)Nc3cccnc3)=C(C)Nc3nc(-c4cccs4)nn32)cc1 (stereo not given)	-14.9	-14.7	-0.89	5.9	1.1	2.0	4.0	-3.5	-2.5
32	COc1cc2cc(CN(CCN3CCCC3)C(=O)Nc3ccccc3Cl)c(=O)[nH]c2cc1OC	-30.5	-15.1	-0.18	6.1	0.4	0.6	-2.5	-15.2	3.0
33	Cc1ccc2ncc([N+](=O)[O-])n2c1	3.9	11.4	-0.85	-0.7	4.5	-4.0	5.6	1.3	-1.7
34	CC(C)(Oc1cccc2ccccc12)C(=O)O	5.5	12.0	1.61	5.9	1.2	6.9	-2.9	-8.5	1.5
35	CCS(=O)(=O)NCc1ccc2[nH]c3c(c2c1)CCCC3	x	10.3	x	24.6	18.0	3.8	-2.7	-4.5	2.3
36	O=C(CN1C(=O)c2ccccc2S1(=O)=O)NCCSCc1ccco1	14.0	-19.2	0.74	0.9	-0.1	-4.2	7.5	-7.1	-9.3
37	Cc1cccc(NC(=O)CN(C)S(=O)(=O)c2ccccc2)n1	3.7	3.9	-0.39	-0.4	1.1	-3.1	-8.7	-10.0	11.6
38	O=C1CCCN1CC(CN1CCOCC1)Sc1nnnn1-c1ccccc1 (stereo not given)	-8.2	5.9	-0.08	3.5	-4.2	-0.5	2.5	0.7	-4.6
39	COc1ccc(CCNC2CC(=O)N(CCc3ccccc3)C2=O)cc1OC (stereo not given)	-11.4	30.4	0.75	-2.3	-2.5	-8.9	-4.7	-10.0	2.1
40	CCC(=O)N1CCN=C1SCc1ccc(F)cc1	-19.4	6.6	x	3.6	1.4	2.7	1.5	-8.4	-4.7

nr	compound	cytoskel mod	Plk1 PBD FP	Pyk2 oligo antag	Rev-RRE block	FAK blocker	EphB4 ephrin blk	LYP inh 2	PLK1 inh	PTPN22 act
41	CCc1ccc(N2CC(C(=O)NCc3ccco3)CC2=O)cc1 (stereo not given)	16.6	-7.6	0.29	-1.7	-1.1	2.0	-9.4	-12.8	5.6
42	COc1cccc(C2CC(c3ccccc3Cl)n3nc(N)nc3N2)c1 (stereo not given)	2.3	-2.8	-1.18	11.1	5.1	4.5	2.1	-13.8	-3.2
43	CCc1nc(N2CCN(C(=O)c3ccco3)CC2)c2oc3ccccc3c2n1	-9.7	1.4	0.11	4.3	5.7	0.3	0.1	-7.7	-2.2
44	CCOC(=O)CC(=O)Nc1ccc(C(=O)OCC)cc1	-17.4	19.6	-0.49	5.6	-1.4	2.7	-14.5	-9.5	9.8
45	CCCn1nnnc1NC(=O)c1ccc(C)cc1Cl	9.3	26.8	0.02	2.2	0.4	-5.4	-5.2	-8.1	8.1
46	O=C(CSc1nnc(NC2CCCCC2)s1)NC1CCS(=O)(=O)C1 (stereo not given)	-9.0	0.3	1.09	11.1	-1.4	1.9	5.8	-13.8	-8.7
47	Nc1ccc2oc(-c3ccccn3)nc2c1	0.1	0.0	-0.2	9.6	0.3	7.0	3.3	-3.4	-4.0
48	Cc1cc(NCCN2CCOCC2)n2nc(C)c(-c3ccccc3)c2n1	-0.1	-9.4	-0.76	6.8	-2.7	-3.5	-7.4	-13.2	2.0
49	O=C(C1COc2ccccc2O1)N1CCc2ccccc21 (stereo not given)	-2.9	-18.4	1.03	-12.5	24.1*	8.7	-7.6	-21.8	8.3
50	CCNS(=O)(=O)c1cc(OC)ccc1OC	4.8	-26.0	0.51	5.8	2.1	4.5	-2.5	9.4	5.0
51	CC1CCC(NC(=O)c2ccc3nc[nH]c3c2)CC1 (stereo not given)	-0.8	36.8	0.04	0.7	-3.2	2.1	-2.0	3.6	5.7
52	CCOP(=O)(c1ccccc1)c1nc(-c2ccccc2Cl)oc1N1CCCCC1 (stereo not given)	-23.4	-10.9	-1.53	-2.9	-0.1	-4.7	-3.1	-4.1	9.7

Whole records from above. Screens in order: cytoskel mod	Plk1 PBD FP	Pyk2 oligo antag	Rev-RRE block	FAK blocker	EphB4 ephrin blk	LYP inh 2	PLK1 inh	PTPN22 act
CCCn1nnnc1NC(=O)c1ccc(C)cc1Cl across the screens: 9.3	26.8	0.02	2.2	0.4	-5.4	-5.2	-8.1	8.1
CC1CCC(NC(=O)c2ccc3nc[nH]c3c2)CC1 (stereo not given) across the screens: -0.8	36.8	0.04	0.7	-3.2	2.1	-2.0	3.6	5.7
